MPTP block: blocks calcium-induced mitochondrial swelling | isolated mouse mitochondria, Ca2+ swelling absorbance, 30 min | inhibition, % at 10 µM | 360,000 tested, 1.4% active;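 active = inhibition of 50% or more, scaled per plate between neutral and stimulator controls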;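 note: 0% = DMSO wells given calcium and 100% = 1 mM EGTA wells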
GRIN3A LBD mod: modulators (binders) of human NR3A ligand-binding domain | NR3A LBD differential scanning fluorimetry, Tm shift; 0% = protein alone, 100% = glycine-bound protein | Tm shift relative to glycine control, % at 25 µM | 340,000 tested, 2.5% active | AID 1259313;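 active = melting temperature shift of at least 10% of the positive control shift, at one fixed dose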
mIAP inh: mouse IAP inhibition | 330,000 tested, 0.2% active | purified mouse IAP, CDP-Star luminescence, 30 min | AID 2806 | inhibition, % at 10 µM;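 active = inhibition of at least 40% at 10 µM in the primary screen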;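 note: plate controls were DMSO with enzyme for no effect and no enzyme wells for full effect; values of inactives mirror those of a sister screen read the other way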
A3G deaminase: blocks human APOBEC3G single-stranded DNA deamination. recombinant A3G, ssDNA deamination FAM/TAMRA fluorescence. inhibition, % at 20 µM. 330,000 tested, 0.28% active. Q9HC16. AID 493012;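 active = inhibition of at least 40% at 20 µM, with no more than 30% in the related APOBEC3A deaminase screen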;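 note: plate controls were DMSO wells with A3G for no effect and wells lacking A3G enzyme for full effect; some compounds called inactive have numbers as strong as hits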
Target sequence (Q9HC16 whole entry, looked up): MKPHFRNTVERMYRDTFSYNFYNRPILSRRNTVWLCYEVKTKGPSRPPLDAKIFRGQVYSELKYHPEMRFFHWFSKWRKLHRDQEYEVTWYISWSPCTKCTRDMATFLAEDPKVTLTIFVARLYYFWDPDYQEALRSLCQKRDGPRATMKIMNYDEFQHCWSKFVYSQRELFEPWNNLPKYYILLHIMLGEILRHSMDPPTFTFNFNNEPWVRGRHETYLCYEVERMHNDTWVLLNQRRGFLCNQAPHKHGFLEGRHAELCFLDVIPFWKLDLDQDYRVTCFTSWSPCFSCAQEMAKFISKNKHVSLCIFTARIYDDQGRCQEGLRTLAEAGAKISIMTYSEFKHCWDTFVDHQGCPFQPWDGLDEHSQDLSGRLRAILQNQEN
hIAP act: increases human intestinal alkaline phosphatase activity. P09923. purified human IAP, CDP-Star luminescence, 30 min; stronger effect = higher value; 1 = vehicle-only enzyme, 0 = enzyme-free background. activation factor at 10 µM. 330,000 tested, 0.16% active. AID 2524;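 active = activation factor of the enzyme at least 2-fold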; note: the source names both 10 and 20 µM as test concentration; values of inactives mirror those of a sister screen read the other way
Target sequence (P09923 whole entry, looked up): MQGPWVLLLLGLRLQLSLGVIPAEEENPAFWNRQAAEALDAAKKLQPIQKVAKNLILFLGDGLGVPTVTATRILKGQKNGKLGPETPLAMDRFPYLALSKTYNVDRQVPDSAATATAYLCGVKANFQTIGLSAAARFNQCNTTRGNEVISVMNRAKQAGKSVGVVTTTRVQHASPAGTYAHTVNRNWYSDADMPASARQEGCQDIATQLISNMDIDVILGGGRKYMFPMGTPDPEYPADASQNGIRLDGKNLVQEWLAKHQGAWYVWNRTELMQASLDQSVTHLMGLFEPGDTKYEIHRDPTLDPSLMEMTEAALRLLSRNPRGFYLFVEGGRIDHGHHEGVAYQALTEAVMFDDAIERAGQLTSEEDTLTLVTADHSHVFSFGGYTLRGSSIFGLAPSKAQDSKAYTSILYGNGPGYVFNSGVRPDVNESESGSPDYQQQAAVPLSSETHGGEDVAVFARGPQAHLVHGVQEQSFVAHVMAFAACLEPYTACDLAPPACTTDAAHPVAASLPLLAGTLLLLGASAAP
A3A deaminase: blocks human APOBEC3A ssDNA deamination | recombinant A3A, FAM/TAMRA ssDNA deamination fluorescence | inhibition, % at 20 µM | 330,000 tested, 0.41% active;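 active = at least 40% inhibition at 20 µM here, with at most 30% in a related deaminase screen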;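 note: plate controls were A3A with DMSO for no effect and wells lacking A3A enzyme for full effect; some results filed as inactive read as strong as hits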
Target sequence (P31941 whole entry, looked up): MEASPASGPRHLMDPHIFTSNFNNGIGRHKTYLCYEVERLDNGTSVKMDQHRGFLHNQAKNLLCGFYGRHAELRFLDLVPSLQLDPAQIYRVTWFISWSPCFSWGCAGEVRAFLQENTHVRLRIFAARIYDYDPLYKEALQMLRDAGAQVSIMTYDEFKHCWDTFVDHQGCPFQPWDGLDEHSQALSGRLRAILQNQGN
mIAP activ: increases mouse intestinal alkaline phosphatase activity | muIAP, CDP-Star luminescence, 30 min; stronger effect = higher value; 1 = vehicle-only enzyme signal, 0 = enzyme-free wells | activation factor at 10 µM | 330,000 tested, 0.24% active | AID 2805;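 active = activation factor of at least 2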; note: the source names both 10 and 20 µM as test concentration; values of inactives mirror those of a sister screen read the other way
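Assay system: mouse IAP enzyme; reagent: chemiluminescent substrate CDP-Star; dosing: test compounds delivered from DMSO solution; schedule: 30 min at room temperature; measured by: luminescence from enzymatic CDP-Star hydrolysis; controls: DMSO-only wells and no-enzyme negative control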
hIAP block: human IAP inhibition | P09923 | purified IAP, CDP-Star luminescence, 30 min | inhibition, % at 10 µM | 330,000 tested, 0.12% active | AID 2544;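 active = inhibition reaching a set limit with compound at 10 µM in the primary screen, cut at about 35% in these data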;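 note: plate controls were DMSO wells with enzyme for no effect and no-enzyme buffer wells for full effect; values of inactives mirror those of a sister screen read the other way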
MIN6 prolif: induces beta-cell replication in MIN6 cells. 330,000 tested, 0.29% active. MIN6 cells proliferation, ATPlite luminescence, 48 h; cells starved in 0.2% serum; 100% = growth in 10% serum. proliferation, % at 10 µM. AID 2380;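 active = compounds whose signal lies at least 3.5 SD above the mean of all wells on their plate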;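 note: 0% = DMSO-treated cells in low-serum medium and 100% = 10% serum control; some compounds called inactive have numbers as strong as hits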
Starred values were filed as active, the others as inactive; x = not tested or not shown. This is a random part of the collection; about 5% have a hit in one of these screens.

nr	SMILES	hIAP act	mIAP inh	GRIN3A LBD mod	A3G deaminase	A3A deaminase	hIAP block	MPTP block	mIAP activ	MIN6 prolif
1	CCN(CC)S(=O)(=O)c1cc(NS(=O)(=O)c2ccc(Cl)c(C(=O)O)c2)ccc1C	1	10	-3	-2	7	-3	4.4	0.9	-2
2	CN1CCN(/C(=N\O)c2nonc2N)CC1	0.95	12	0	-10	2	5	-1.3	0.88	-2
3	NC(Cc1c[nH]c2ccc(OCc3ccccc3)cc12)C(=O)O (centres undefined)	1.1	13	-11	-4	1	-6	0.5	0.87	-4
4	CCS(=O)(=O)N1CCC(C(=O)NCCc2ccc(C)cc2)CC1	1.3	2	-1	-1	0	-26	0.0	0.98	-2
5	Cc1cccc(OCCCC(=O)O)c1	1.4	6	0	-7	-3	-38	-2.1	0.94	-2
6	COC(=O)c1ccc(NC(=O)C2CCCN2S(=O)(=O)c2ccc(F)cc2)cc1 (centres undefined)	1	6	-1	-1	-1	-4	0.6	0.94	-1
7	O=C(Nc1ccc(-c2cccc(F)c2)cc1)C1CCCN(Cc2ccccn2)C1 (centres undefined)	1.3	-5	-3	-5	-2	-26	-2.0	1.1	-7
8	COc1cc(Br)ccc1NC(=O)c1ccccc1-c1ccccc1C(=O)O	1	2	-2	-6	-4	-1	1.6	0.98	0
9	Cc1occc1-c1nnc(SCC(=O)Nc2ccc(F)cc2)n1C	0.87	-7	-1	-2	1	13	-0.4	1.1	1
10	COc1ccc(OCC(=O)Nc2ccccc2N2CCN(C)CC2)cc1	1.1	-3	-1	-3	1	-11	0.0	1	1
11	COc1ccc(CCN(Cc2cccs2)S(=O)(=O)c2ccc(S(=O)(=O)N3CCCCCC3)cc2)cc1OC	1.1	-4	-1	-10	-4	-13	3.1	1	0
12	COCCN(C(=O)CCC(=O)Nc1cccnc1)C(C(=O)NC1CCCCC1)c1ccccc1 (centres undefined)	1.2	-6	-2	-2	-1	-18	1.6	1.1	-1
13	COc1ccc(CNC(=O)/C=C/c2cc3c(cc2Br)OCO3)cc1	1.1	2	-7	9	2	-5	2.2	0.98	0
14	Cc1cccc2cc(C(c3nnnn3CC3CCCO3)N3CCCc4ccccc43)c(=O)[nH]c12 (centres undefined)	1.1	11	2	-2	-1	-9	1.4	0.89	-1
15	Cc1cccc2cc(COC(=O)c3cccnc3)c(=O)[nH]c12	1.1	-4	3	9	40	-14	1.1	1	-1
16	CN(Cc1ccccc1)C(=O)COC(=O)CCN1C(=O)C2CC=CCC2C1=O (centres undefined)	1	-1	1	-7	-3	-3	-0.6	1	0
17	CCN(CC(=O)Nc1c(F)cccc1F)C(=O)c1cc(-c2cccs2)nn1-c1ccccc1	1	-4	1	-3	3	0	-0.3	1	-1
18	O=C1c2ccccc2C(=O)N1c1ccc(S(=O)(=O)N2CCN(c3ccccc3)CC2)cc1	0.94	-4	1	2	1	6	2.7	1	3
19	O=C(CN1C(=O)c2ccccc2C1=O)Nc1ccccc1F	0.9	5	0	-9	-4	10	-2.2	0.95	-4
20	O=C(CCCn1cc([N+](=O)[O-])cn1)N1CCCCC1	1.2	-4	2	-4	4	-17	-0.6	1	-2
21	Cc1cccc(/C=C2/SC(=O)N(Cc3ccccc3)C2=O)n1	0.93	17	-34	2	-3	7	0.2	0.83	1
22	O=C(NC1(C(F)(F)F)N=C2SCCN2C1=O)c1ccccc1F (centres undefined)	0.81	2	3	-3	0	19	0.9	0.98	0
23	O=C(CN1C(=O)c2ccccc2S1(=O)=O)N1CCCCC1	0.92	7	-6	-5	-3	8	-1.0	0.93	-6
24	COc1ccc(N(C(C)C(=O)N(C)Cc2ccccc2)S(C)(=O)=O)cc1 (centres undefined)	0.74	-1	0	2	-3	26	0.1	1	2
25	CCCn1c(CNC(=O)c2cccs2)nc2ccccc21	0.92	8	0	6	1	8	0.5	0.92	-3
26	CCOc1ccc(OCC)c(NC(=O)CSCC(=O)O)c1	0.93	-6	0	0	-1	7	-0.2	1.1	1
27	COc1ccccc1NS(=O)(=O)c1ccc2c(c1)NC(=O)CC(=O)N2	0.83	3	3	0	1	17	1.5	0.97	0
28	COc1cc(OC)cc(C(=O)OCC(=O)Nc2cccc(S(=O)(=O)NC3=NCCCCC3)c2)c1	1	-15	-1	-1	88*	-1	-0.8	1.1	1
29	CCOc1ccc(/C=N/OCC(=O)Nc2cc(C)on2)cc1	0.93	4	-1	-4	2	7	3.0	0.96	-2
30	CC(C)N(C)S(=O)(=O)c1ccc(NC(=O)CSC(=S)N2CCCC2)cc1	1.1	0	4	-6	-4	-8	-0.6	1	7
31	Cc1ccc(O)c(-c2cc(-c3ccccc3F)[nH]n2)c1	1.5	-3	4	-5	-1	-53	1.8	1	-7
32	Cc1nn(-c2ccccc2)c(Cl)c1/C=N/Nc1nc2ccccc2n1C	1.4	10	-10	-7	1	-35	3.0	0.9	-5
33	O=C(O)c1cccc(NS(=O)(=O)c2ccc3c(c2)OCCCO3)c1	1.1	1	0	-1	7	-14	-3.7	0.99	-2
34	O=C(CN1C(=O)NC2(CCCCC2)C1=O)NNC(=O)C1CC1	1	-1	-2	-4	3	-4	0.4	1	-2
35	COC(=O)c1ccc2c(c1)NC(=O)C(N1CCCC1)S2 (centres undefined)	1	12	1	-4	-4	-2	-0.7	0.88	-2
36	CCC(C(=O)O)n1cnc2scc(-c3ccc(C)c(C)c3)c2c1=O (centres undefined)	1.2	1	-1	-5	-6	-20	-0.2	0.99	0
37	COc1ccccc1C(C(=O)NC1CCCCC1)N(C(=O)c1csnn1)C1CC1 (centres undefined)	1.1	-7	-2	15	3	-6	-0.3	1.1	1
38	CCOC(=O)c1cc2c(=O)n3ccccc3nc2n(CC2CCCO2)c1=NC(=O)/C=C/c1ccccc1 (centres undefined)	0.8	11	-2	-3	4	20	0.4	0.89	-2
39	O=C(NCCN1CCCC1)C1(S(=O)(=O)c2ccc(Cl)cc2)CC1	1	1	4	3	3	-1	-2.4	0.99	1
40	O=C(c1ccc(F)cc1)N1CCN(Cc2ccccc2Br)CC1	0.81	2	0	0	2	19	-0.1	0.98	-3
41	Cc1cc(C)c(C#N)c(SCc2cn3ccccc3n2)n1	1.1	6	-2	-1	0	-7	0.2	0.94	-1
42	COc1cccc2oc3cc(C#CC4(O)CCCCC4)ccc3c(=O)c12	1.1	2	-5	-6	2	-6	-0.5	0.98	-8
43	CCC(C)(C)NC(=O)C(c1ccc(OC)cc1)N(Cc1cccs1)C(=O)CCC(=O)Nc1cc(C)on1 (centres undefined)	1	2	0	1	-1	0	-2.0	0.98	2
44	CCC(=O)Nc1nonc1-c1nc2ccccc2n1N(C(=O)CC)C(=O)CC	1.1	-7	-2	0	7	-14	1.7	1.1	-1
45	NNC(=S)NC1CCCCC1	1	-9	0	-11	-3	0	-4.7	1.1	1
46	CC(C)CNC(=O)c1cccc(NC(=O)COc2ccc([N+](=O)[O-])cc2)c1	1.1	8	2	0	6	-7	11	0.92	-1
47	COc1cccc(NC(=O)Cc2nnc(SCC(=O)NC3=NCCS3)n2C)c1	0.95	-2	-2	-1	-1	5	0.0	1	1
48	Cn1c(SCC(=O)N/N=C/C=C/c2ccccc2[N+](=O)[O-])nc2ccccc21	1	32	2	-10	4	-2	1.3	0.68	0
49	Cc1ccc2c(c1)C(c1ccncc1)=NNC(c1ccccc1)=N2	0.89	11	0	-10	-2	11	-3.0	0.89	-3
50	Cc1cc(C)n(C(=O)c2ccccc2[N+](=O)[O-])n1	0.9	6	0	-5	-3	10	0.6	0.94	0
51	CCCCn1c(=O)[nH]c(=O)c2c1nc(COC(=O)c1c(C)noc1C)n2CCC	1.1	3	-3	-3	1	-9	0.8	0.97	-1
52	Cc1ccnc2nc(C(=O)OCC(=O)Nc3ccccc3C(C)(C)C)nn12	1.2	-16	-1	-6	0	-17	-1.0	1.2	1
53	CCOc1[nH]n(-c2ccc(Cl)cc2)c(=O)c1C=Nc1ccc(OC)cc1	1.1	7	-7	-4	-4	-14	3.6	0.93	3
54	CCCN(CCC)S(=O)(=O)c1ccc(C(=O)Nc2ccc(S(=O)(=O)Nc3nnc(CC)s3)cc2)cc1	1	3	1	-7	-3	-1	0.3	0.97	-4
55	COc1ccc(C)cc1NC(=O)c1ccccc1N(C)S(=O)(=O)c1ccccc1	1.1	-4	1	-3	-5	-10	-0.7	1	1
56	COC(=O)Cn1ncc(N2C3CC(CC(C)(C)C3)C2C)c(Cl)c1=O (centres undefined)	1.1	2	1	-10	-3	-10	-0.2	0.97	7
57	CC(=O)N1CCN(S(=O)(=O)c2cccc(C(=O)Nc3ccccc3N3CCCC3)c2)CC1	1.2	0	2	-6	-2	-19	0.3	1	1
58	O=C(CN1C(=O)C2CCCCC2C1=O)NC1CCCc2ccccc21 (centres undefined)	1.2	2	3	-12	-6	-15	-0.9	0.98	-4
59	CCCNC(=O)CN1C(=O)COc2ccc(S(=O)(=O)N3CC(C)CC(C)C3)cc21 (centres undefined)	1.1	3	-1	-2	-4	-5	-1.3	0.97	0
60	Cc1ccc(OCC(=O)Nc2ccc(C(N)=O)cc2)cc1	0.89	1	-21	-7	-4	11	-1.4	0.99	-1

Three compounds out of the list above, ordered by the value under hIAP block, high to low:
#	SMILES	hIAP act	mIAP inh	GRIN3A LBD mod	A3G deaminase	A3A deaminase	hIAP block	MPTP block	mIAP activ
49	Cc1ccc2c(c1)C(c1ccncc1)=NNC(c1ccccc1)=N2	0.89	11	0	-10	-2	11	-3.0	0.89
43	CCC(C)(C)NC(=O)C(c1ccc(OC)cc1)N(Cc1cccs1)C(=O)CCC(=O)Nc1cc(C)on1 (centres undefined)	1	2	0	1	-1	0	-2.0	0.98
55	COc1ccc(C)cc1NC(=O)c1ccccc1N(C)S(=O)(=O)c1ccccc1	1.1	-4	1	-3	-5	-10	-0.7	1

The results go on:
nr	SMILES	hIAP act	mIAP inh	GRIN3A LBD mod	A3G deaminase	A3A deaminase	hIAP block	MPTP block	mIAP activ	MIN6 prolif
61	Fc1ccc(CSc2nnc(-c3cccs3)o2)cc1	1.1	-4	-1	-5	-5	-15	0.1	1	-1
62	Cc1cccc(OCc2n[nH]c(=S)o2)c1	0.96	6	1	0	3	4	4.1	0.94	1
63	O=C(c1ccc(N2CCCC2=O)cc1)N1CCN(c2ccccc2)CC1	1.1	3	2	-1	-3	-12	-2.1	0.97	-1
64	OCCC1CN(Cc2ccccc2OC2CCCC2)CCN1Cc1ccsc1 (centres undefined)	0.76	10	-2	-4	-4	24	-1.2	0.9	-5
65	C=CCN(CC=C)c1nc2ccccc2nc1C(C#N)C(=O)OC(C)C (centres undefined)	0.87	14	-5	-3	-3	13	4.8	0.86	-1
66	CCN(CCCNC(=O)Cn1ncc2c([nH]c3ccc(C)cc32)c1=O)Cc1ccccc1	1.2	9	0	-9	0	-23	0.2	0.91	-3
67	CCCCN=C(NNc1ccc(Br)cc1)C(=O)OCC	1.1	-8	-7	7	-6	-10	6.8	1.1	0
68	COc1ccc(N2CCN(C(=O)Cc3ccc(S(=O)(=O)N4CCOCC4)s3)CC2)cc1	0.91	7	-10	10	49*	9	1.2	0.93	1
69	O=C(NCC1CCCO1)C1CCCN(S(=O)(=O)c2cccc(C(F)(F)F)c2)C1 (centres undefined)	1	-8	-3	0	1	-2	1.7	1.1	0
70	Cc1c(Cl)cccc1Nc1ncccc1C(=O)OCC(O)CO (centres undefined)	0.98	-3	x	-7	0	2	x	1	-3
71	CCn1c(CNC(=O)c2ccccc2F)nnc1SCC(=O)NC1CCCCC1C (centres undefined)	1	-10	0	-5	-5	-2	1.4	1.1	-3
72	CCOC(=O)c1ccc(NC(=O)CN2C(=O)C3C4C=CC(C4)C3C2=O)cc1 (centres undefined)	1.1	22	-4	2	8	-7	7.8	0.78	-1
